uPA generation = inhibitors of cell surface uPA generation | Potency, µM (series often up to 38.3 µM), without a hit: top-dose activity change, negative = inhibition, most hits filed as inhibitors | cell surface uPA generation assay, qHTS | AID 540303 | hit rate 0.31% among 330,000; active = well fitted inhibition curve with a large enough effect; inconclusive = small, poorly fitted or top-dose-only effect; inactive = no such curve, though single readings can be large or run the other way; tested in mouse RAW 264.7 cells; note: potency is the fitted concentration of half-maximal effect; nearly all actives have a fitted effect of over 55% in size
KCNH2 3.1 block = inhibitors of human KCNH2 3.1 potassium channel isoform. U2OS KCNH2 3.1, thallium flux FluxOr; hits give low values. activity change, % (tested at about 1.8 µM). hit rate 0.95% among 340,000;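 active = maximum activity change below -70%; inconclusive = maximum activity change from -70% to -50%; inactive = maximum activity change above -50%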;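 note: thallium influx rate constant from kinetic fluorescence after stimulation buffer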
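We transduce U2OS cells with the mutant 3.1 virus, culture them overnight, load FluxOr with Red40 quencher for 45 min, then add stimulation buffer and read kinetically for 2 min to derive a normalized rate constant.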
FBPA coupling cs = inhibits coupling enzyme system, counter-screen for aldolase hits | coupling enzyme system counterscreen, AmpLite Red fluorescence | activity change, negative = inhibition, % at 58.2 µM, hits read low | hit rate 0.67% among 290,000; in the data active = activity change below about -30%
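Counterscreen of the coupled detection system alone, without aldolase: glyceraldehyde-3-phosphate coupling enzymes plus AmpLite Red readout. Compounds at 57.5 uM final, 10 min RT preincubation, 20 min RT reaction, fluorescence 525/598 nm.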
hERG WT inh = KCNH2 (human, wildtype) channel inhibition. activity change, % at 1.84 µM. Q12809. U2OS, BacMam KCNH2, thallium flux FluxOr; hits give low values. AID 720551. hit rate 0.37% among 340,000;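 active = maximum activity change below -70%; inconclusive = maximum activity change between -70% and -50%; inactive = maximum activity change above -50%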
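U2OS cells were transduced with wild-type KCNH2 virus (2.03 x 10^8 / mL) for 4 h at room temperature, then cultured overnight at 37 C. Thallium flux was read with FluxOr dye. Rate constants were normalized to DMSO controls.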
USP2a block = inhibitors of human ubiquitin-specific protease USP2a | O75604 | hit rate 0.01% among 330,000 | AID 463254 | USP2 core, Ub-CHOP2 coupled fluorogenic reporter, 485/531 | Potency, µM (titrated, usually from 38.3 µM), for inactives: at the top dose activity change, negative = inhibition, usual class: inhibitors;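 note: potency is the fitted concentration of half-maximal effect; plate controls were DMSO wells for no effect and full inhibition by NEM control for full effect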
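Cell-free coupled assay: 10nM USP2 core preincubated 30min RT with compound in Tris-HCl pH 8.0/CaCl2/CHAPS buffer, then 25nM Ub-CHOP2 and 25nM reporter substrate; fluorescence (Ex 485/Em 531) read after 60min RT, normalized to NEM inhibition, concentration-response curves fitted.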
PKM2 activator = activators of human pyruvate kinase M2 | Potency, µM (doses to about 57.5 µM), for inactives: at the top dose activation, most hits filed as activators | P14618 | hit rate 0.34% among 260,000 | purified PKM2, Kinase-Glo ATP luminescence, activation; response scale: 0% is enzyme alone, no compound; note: potency is the fitted concentration of half-maximal effect; nearly all actives have a fitted effect of over 55% in size
Target sequence (P14618 whole entry, looked up): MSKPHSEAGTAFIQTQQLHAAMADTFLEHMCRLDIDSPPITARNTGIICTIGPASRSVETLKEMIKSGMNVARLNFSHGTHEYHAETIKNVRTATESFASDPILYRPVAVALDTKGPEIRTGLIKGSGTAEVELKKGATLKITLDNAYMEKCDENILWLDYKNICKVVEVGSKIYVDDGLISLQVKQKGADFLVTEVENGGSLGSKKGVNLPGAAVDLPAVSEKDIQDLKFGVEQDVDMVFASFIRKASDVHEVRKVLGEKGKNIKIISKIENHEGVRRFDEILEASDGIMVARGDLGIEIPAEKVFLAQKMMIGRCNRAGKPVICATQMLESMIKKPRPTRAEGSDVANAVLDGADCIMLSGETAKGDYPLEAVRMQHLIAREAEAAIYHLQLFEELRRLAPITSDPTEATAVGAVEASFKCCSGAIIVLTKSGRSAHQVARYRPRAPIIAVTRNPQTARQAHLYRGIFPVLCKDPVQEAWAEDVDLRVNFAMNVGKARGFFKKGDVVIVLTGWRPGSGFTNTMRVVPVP
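Purified hPK-M2 (>95%) run at intermediate activity with 0.1 mM ADP and 0.5 mM PEP in 50 mM imidazole pH 7.2, KCl, MgCl2; 1 h room temperature. ATP formed read by Kinase-Glo luminescence; normalized to uninhibited and no-enzyme controls.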
GALK inhibitor = galactokinase (human) inhibition; Potency, µM (highest dose often 57.5 µM), without a hit: top-dose activity change, negative = inhibition, actives largely listed as inhibitors; Purified GALK, Kinase-Glo residual ATP luminescence; P51570; hit rate 0.007% among 270,000; note: potency is the fitted concentration of half-maximal effect
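Kinase-Glo Plus luminescence measured ATP left after a 1 h room-temperature reaction. The reaction used 5 nM GALK, 100 uM galactose and 35 uM ATP at pH 8.0 (20 mM HEPES, 5 mM MgCl2, 60 mM NaCl, 1 mM DTT, 0.01% BSA).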
Chronic BCR inh = inhibitors of chronic active B-cell receptor signaling; hit rate 0.05% among 340,000; ABC-DLBCL IkBa-CBG/CBR reporter, luminescence ratio, 4 h; AID 493014; Potency, µM (highest dose often 46.1 µM), without a hit: at the highest dose ratio change, negative = lower green/red ratio, most hits filed as inhibitors; active = well fitted inhibition curve with a large enough effect in the signal ratio, with a control signal flat, not every such curve was filed as active; inconclusive = small, poorly fitted or top-dose-only effect, or effect the other way, or a change in a side signal; the % refers to the signal ratio;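 note: potency is the fitted concentration of half-maximal effect; plate controls were basal doxycycline-induced cells for no effect and cells given 10 µM MG132 for full effect; MG132 reads +100%, hits lower the ratio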
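Compounds up to 46 uM were incubated four hours with TMD8 cells whose green CBG68 luciferase is fused to IkappaBalpha; red CBR luminescence normalised the signal, and concentration-effect curves were fitted to fusion, red and ratio data.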
Eya2 phos inh = inhibitors of human Eya2 phosphatase activity | hit rate 0.006% among 330,000 | Potency, µM (doses to about 76.9 µM), without a hit: top-dose activity, negative = inhibition, actives largely listed as inhibitors | O00167 | recombinant Eya2, OMFP fluorescence dephosphorylation (OMFP is methylfluorescein phosphate); note: potency is the fitted concentration of half-maximal effect
Target sequence (O00167 whole entry, looked up): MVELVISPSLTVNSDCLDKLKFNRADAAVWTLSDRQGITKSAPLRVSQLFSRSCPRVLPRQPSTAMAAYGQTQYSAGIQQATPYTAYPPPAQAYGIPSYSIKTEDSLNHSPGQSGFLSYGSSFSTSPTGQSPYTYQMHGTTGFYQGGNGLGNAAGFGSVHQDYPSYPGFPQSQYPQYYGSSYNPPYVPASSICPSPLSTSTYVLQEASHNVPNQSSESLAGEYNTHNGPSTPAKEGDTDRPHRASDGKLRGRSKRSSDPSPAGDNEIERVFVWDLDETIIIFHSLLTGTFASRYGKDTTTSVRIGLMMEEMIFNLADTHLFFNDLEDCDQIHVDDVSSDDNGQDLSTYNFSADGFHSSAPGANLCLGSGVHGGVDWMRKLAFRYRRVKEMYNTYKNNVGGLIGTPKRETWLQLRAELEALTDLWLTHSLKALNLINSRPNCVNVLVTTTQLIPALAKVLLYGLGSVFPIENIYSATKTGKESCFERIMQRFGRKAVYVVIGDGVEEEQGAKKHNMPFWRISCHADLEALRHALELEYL
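Eya2 (0.2 uM) preincubated 10 min at ambient with compound, then OMFP substrate added at 50 uM; 10 min reaction in 50 mM HEPES pH 7.5, 50 mM NaCl, 5 uM MgCl2, 0.05% BSA, 1 mM DTT. Fluorescence read at Ex 485/Em 525 nm.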
Giardia killer = Giardia lamblia killing | AID 540267 | hit rate 0.15% among 340,000 | Giardia lamblia trophozoite viability | activity change, % at 7.66 µM, hits read low; in the data active = activity change below about -80%; inconclusive = between about -30% and that limit;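 note: parasites exposed to compound for two days anaerobically before the ATP read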
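Luminescence from cellular ATP indicates surviving trophozoites (100 cells/well) following 48 hrs anaerobic compound treatment at 37 deg C; signal develops 15-30 min at room temperature.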
B2AR arrestin = recruits beta-arrestin to the human beta2-adrenergic receptor; beta-arrestin recruitment to beta2AR, cell-based reporter; Potency, µM (titrated, usually from 46.1 µM), for the others: at the top dose activation, actives largely listed as activators; hit rate 0.02% among 330,000; AID 492947;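 note: potency is the fitted concentration of half-maximal effect; 0% = DMSO controls and full agonism = EC100 isoproterenol or metaproterenol; nearly all actives have a fitted effect of over 65% in size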
Numbers without * were called inactive; ? = inconclusive; . = no result given; [ ] = dose if it differs, or a comment. Unless noted, calls come from the whole dose curve; as a rule, active = well fitted curve in the direction sought with a large enough effect; inconclusive = small, poorly fitted or top-dose-only effect, or another doubt; inactive = no such curve, though single readings can be large; an effect the other way counts as inactive or inconclusive. Unless noted, % is set by controls: 0 for no effect and ±100 for the full control effect. Outcome played no part in choosing rows; any-hit rate near 2.4%.

SMILES	uPA generation	KCNH2 3.1 block	FBPA coupling cs	hERG WT inh	USP2a block	PKM2 activator	GALK inhibitor	Chronic BCR inh	Eya2 phos inh	Giardia killer	B2AR arrestin
Cc1cc(Br)c(OCc2ccc(C(=O)N/N=C3\CC(=O)CC(C)(C)C3)cc2)c(Br)c1	1%	-19	-4	0	8%	-1%	0%	0%	8%	3	2.7%
CN(C)c1c([N+](=O)[O-])cc2[nH]c(=O)[nH]c2c1[N+](=O)[O-]	-1%	-5	-1	1	0%	1%	0%	?	0%	-24	0.0%
Cc1ccc(S(=O)(=O)N2CCC(C(=O)N3CCC[C@H]3C(=O)NC3CCS(=O)(=O)C3)CC2)cc1 (some centres not stated)	.	18	-3	-25	2%	-11%	-1%	?	1%	37[activator]	-0.3%
CCOC(=O)c1cnc2cc3c(cn2c1=O)CCCC3	0%	11	0	2	2%	-4%	-4%	9%	-5%	11	-0.3%
COc1ccc(CCNC(=O)CCNC(=O)N2CC(=O)Nc3ccccc32)cc1	1%	19	.	-8	2%	.	-5%	0%	-2%	-19	0.0%
COc1cc(/C=N/N2CCN(c3ccccc3OC)CC2)ccc1O	.	11	1	-6	-1%	-3%	1%	-1%	-7%	-1	0.1%
Cc1nc(N)c(C#N)c(-c2ccccc2)c1C	1%	-6	-2	-2	2%	-5%	2%	?	-9%	-18	0.9%
CN1CCCN(C2C3CC4CC(C3)CC2C4)CC1 (configuration not stated)	4%	-21	-10	-4	-1%	8%	-3%	-7%	?	22	0.7%
CC(C)Cc1nnc(NC(=O)CCC(=O)Nc2ccc3cn[nH]c3c2)s1	4%	2	-5	3	2%	-1%	-2%	?	-3%	24	-0.3%
CC1CN(S(=O)(=O)c2cc(C(=O)NCCCN3CCCC3=O)ccc2Cl)CC(C)O1 (configuration not stated)	0%	4	.	-3	-1%	.	.	-3%	1%	-4	-0.1%
O=C(NCc1ccccc1CN1CCCCC1)c1ccccc1N1CCCC1=O	14%	-12	.	5	0%	.	.	0%	5%	15	0.9%
CCCCCCn1nc(C(=O)OCC(=O)c2c(N)n(C)c(=O)n(C)c2=O)c2ccccc2c1=O	0%	-15	-2	-8	0%	-9%	1%	2%	-5%	-7	-0.3%
Cc1sc(NC(=O)c2ccco2)c(C(c2ccccc2)N2CCC(C)CC2)c1C (configuration not stated)	5%	-10	1	-2	0%	6%	-1%	18%	16%	-19	-0.2%
Cc1nc(-n2nnc3ccccc32)c2c3c(sc2n1)CCCC3	.	8	4	13	-8%	-3%	1%	-1%	-10%	6	0.0%
CCCCSC1(SCCCC)N=C(N)C2(C#N)C(c3ccccc3)NC(C)=C(C)C12C#N (configuration not stated)	2%	4	2	1	0%	2%	2%	-4%	-10%	4	0.4%
CC1CN(C(=O)CCC(=O)NCCCN2CCC(Cc3ccccc3)CC2)c2cc(Cl)ccc2O1 (configuration not stated)	-2%	-85*	0	-88*	-1%	.	-1%	-13%	-6%	3	-0.4%
O=C(N/N=C\c1cc2c(cc1Cl)OCO2)c1cccnc1	1%	20	0	-1	1%	-3%	4%	4%	-3%	13	0.1%
O=C(NCSC1=NCCS1)c1ccccc1	.	-1	3	-2	-1%	-3%	-1%	-13%	5%	14	-0.1%
CCCC1(C(=O)OCC)NC(c2cc(OC)c(OC)c(OC)c2)C2C(=O)N(CC)C(=O)C21 (configuration not stated)	6%	10	0	-2	4%	5%	0%	?	15%	1	-0.4%
O=C(c1cccc(N2C(=O)c3ccccc3C2=O)c1)N1CCCCCC1	23%	30	0	-10	0%	-5%	5%	-10%	-14%	-8	0.1%
COc1ccc(OCC(=O)NCCS(=O)(=O)N2CCN(c3ccc(F)cc3)CC2)cc1	0%	-28	2	-2	1%	.	9%	?	1%	-6	0.2%
COc1ccc(CNC(=O)CN(c2ccc(C(C)=O)cc2)S(=O)(=O)c2ccc(C)cc2)cc1OC	-2%	1	.	7	3%	.	.	?	-13%	-29	-0.4%
Cc1cc(C)cc(NC(N)=S)c1	-3%	2	-2	-8	0%	-8%	3%	-14%	-13%	-2	-0.3%
COc1ccc(Nc2ccc3c(c2)=NC2(CCCCC2)[N+]=3[O-])cc1	-12%	1	-48*	8	-8%	-14%	4%	?	-22%	1	0.2%
CC(C)N(Cc1cnn(C)c1)Cc1nc(-c2ccc(Cl)cc2)no1	1%	2	0	-1	1%	-2%	14%	12%	-4%	?	-1.7%
SMILES	uPA generation	KCNH2 3.1 block	FBPA coupling cs	hERG WT inh	USP2a block	PKM2 activator	GALK inhibitor	Chronic BCR inh	Eya2 phos inh	Giardia killer	B2AR arrestin
Cc1cccnc1NC(=O)c1ccccc1NC(=O)C(C)(C)C	2%	5	0	0	1%	-3%	-3%	15%	-1%	-5	0.0%
N/C(=N\OC(=O)c1cc(-c2ccccc2)nc2ccccc12)c1ccc(Cl)cc1	.	6	2	-4	1%	-2%	4%	?	0%	-11	-0.4%
O=C(NC1CC1)c1cccc(NC(=O)c2cnn(-c3ccccc3)n2)c1	2%	7	.	-8	3%	.	.	?	4%	-1	0.1%
COc1ccc(S(=O)(=O)Nc2ccc(-n3cnnn3)cc2)cc1Br	4%	24	.	8	3%	.	.	0%	12%	-22	-0.2%
CCOC(=O)c1csc(NC(=O)CC2CCCC2)n1	3%	-1	0	-3	1%	-2%	10%	?	-5%	19	-1.1%
CC(C)(C)SCCNC(=O)c1ccccc1	3%	-1	-3	3	0%	-5%	-3%	8%	18%	-18	-0.3%
CCN1CCN(C(=S)Nc2ccc3nc4n(c(=O)c3c2)CCCCC4)CC1	0%	-30	2	2	2%	2%	1%	3%	-4%	-24	-0.2%
O=C(O)CC(NC(=O)C1CCCCC1)c1ccc(OC2CCCC2)cc1 (configuration not stated)	-1%	4	-3	-2	-3%	-2%	0%	?	-5%	22	0.0%
Cn1nccc1C(=O)OCC(=O)Nc1ccc(S(N)(=O)=O)cc1	-1%	3	4	4	1%	7%	8%	-4%	-2%	4	-0.8%
COc1ccccc1C/C(N)=N/OC(=O)COc1ccc(C)cc1	13%	0	-1	-8	0%	0%	2%	12%	-14%	-1	-0.7%
NC(=O)c1cc(S(=O)(=O)N2CCCCC2)cs1	-5%	20	0	-2	-1%	.	2%	-13%	-4%	-28	-0.3%
CC1(C)N([O-])c2cc([N+](=O)[O-])ccc2[N+]1=O	1%	-7	-63*	19	-1%	-6%	1%	10%	-1%	6	-0.6%
CCCCCCCNc1cccc(C)c1	5%	4	-1	0	-1%	1%	-1%	-17%	6%	13	-0.2%
O=C(CCNC(=O)c1ccc(Br)cc1)NCCCN1CCCC1=O	8%	-24	.	-4	2%	.	.	2%	12%	11	-0.5%
CCCn1c(SCc2cc(=O)[nH]c3ccccc23)nc2c1c(=O)n(C)c(=O)n2C	0%	-1	1	-2	3%	26%	3%	3%	3%	-22	0.4%
O=C(Nc1ccc2c(c1)OCO2)N1CCN(c2ccccc2)CC1	14%	-6	1	-3	5%	5%	0%	-10%	1%	-11	0.0%
COc1ccc(S(=O)(=O)N2CCCCC2)cc1NC(=O)c1ccc2c(c1)OCO2	0%	2	3	0	3%	4%	1%	1%	0%	-2	-0.4%
O=c1[nH]c(=O)n(Cc2ccco2)c2c1C(C(F)(F)F)(C(F)(F)F)N=C(C1CCCCC1)N2	-1%	10	3	-2	1%	5%	0%	-12%	5%	-21	0.2%
O=C(Nc1ccon1)c1cccc(S(=O)(=O)N2CCCCCC2)c1	1%	10	-1	-3	1%	-4%	0%	-7%	-2%	-18	-0.2%
CCCS(=O)(=O)N1CCN(CC2CC=CCC2)CC1 (configuration not stated)	2%	11	3	-2	3%	4%	-2%	-7%	-17%	0	-0.6%
CN(CC(=O)Nc1ccccn1)S(=O)(=O)c1ccc(Cl)cc1	5%	-11	-9	-2	2%	5%	2%	-22%	-19%	-23	-0.3%
CCc1ccc2[nH]c(C(=O)Nc3ccc4c(c3)OCO4)cc2c1	-10%	0	-1	11	1%	0%	2%	?	-4%	0	-0.5%
CCN(CCN(C)C)C(=O)C1CCN(S(=O)(=O)c2c(C)noc2/C=C/c2ccccc2F)CC1	?	-20	.	34	3%	.	1%	-29%	-9%	3	0.2%
COc1ccc(CCC(C)NCc2ccc(F)cc2)cc1 (configuration not stated)	-25%	-30	0	21	0%	-1%[11.5 µM]	8%	3%	3%	29	-0.2%
CC(C)(C)C(=O)Nc1ccc(-c2cn3ccsc3n2)cc1	-18%	9	3	0	6%	-19%	0%	8%	-21%	-97*	-0.3%
CC(C(=O)Nc1ccccc1Br)c1ccc([N+](=O)[O-])cc1 (configuration not stated)	?	34	3	.	3%	-10%	0%	4%	-5%	5	-0.3%
CCN(CC)S(=O)(=O)c1ccc(N/N=C/c2ccc(O)cc2)nc1	-15%	0	2	0	1%	0%	7%	?	14%	8	-0.3%
